Screens: PubChem, National Center for Advancing Translational Sciences (NCATS)
CXXC DNA block = blocks binding of human MLL CXXC domain to DNA; actives 0.037% (n = 290,000); MLL-CXXC / FITC-HOXA9 DNA fluorescence polarization; Q03164; Potency, µM (titrated, usually from 115 µM), for the others: top-dose activity change, negative = inhibition, usual class: inhibitors; active = well fitted inhibition curve with a large enough effect in the polarisation, with a control signal flat, not every such curve was filed as active; inconclusive = small, poorly fitted or top-dose-only effect, or effect the other way, or a change in a side signal; inactive = no such curve, though single readings can be large or run the other way; the % refers to the polarisation; also: potency is read from the fitted curve at half-maximal effect
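Fluorescence polarization: 7 uM MLL-CXXC (stock) preincubated 5 min with compounds, then 50 nM fluorescein-HOX-A9 DNA (stock) added; 30 min ambient. Buffer 50 mM Tris-HCl pH 7.5, 50 mM NaCl, 1 mM DTT, 0.05% BSA.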
TRPV1 agonist = activates the human vanilloid receptor TRPV1; AID 540275; actives 0.19% (n = 320,000); TRPV1-expressing cells, Fluo-8 calcium influx, agonist mode; activation, % at 8.33 µM; in the data active = activation above about 80%; inconclusive = between about 30% and that limit; also: 0% is about no effect
Target sequence (Q8NER1 whole entry, looked up): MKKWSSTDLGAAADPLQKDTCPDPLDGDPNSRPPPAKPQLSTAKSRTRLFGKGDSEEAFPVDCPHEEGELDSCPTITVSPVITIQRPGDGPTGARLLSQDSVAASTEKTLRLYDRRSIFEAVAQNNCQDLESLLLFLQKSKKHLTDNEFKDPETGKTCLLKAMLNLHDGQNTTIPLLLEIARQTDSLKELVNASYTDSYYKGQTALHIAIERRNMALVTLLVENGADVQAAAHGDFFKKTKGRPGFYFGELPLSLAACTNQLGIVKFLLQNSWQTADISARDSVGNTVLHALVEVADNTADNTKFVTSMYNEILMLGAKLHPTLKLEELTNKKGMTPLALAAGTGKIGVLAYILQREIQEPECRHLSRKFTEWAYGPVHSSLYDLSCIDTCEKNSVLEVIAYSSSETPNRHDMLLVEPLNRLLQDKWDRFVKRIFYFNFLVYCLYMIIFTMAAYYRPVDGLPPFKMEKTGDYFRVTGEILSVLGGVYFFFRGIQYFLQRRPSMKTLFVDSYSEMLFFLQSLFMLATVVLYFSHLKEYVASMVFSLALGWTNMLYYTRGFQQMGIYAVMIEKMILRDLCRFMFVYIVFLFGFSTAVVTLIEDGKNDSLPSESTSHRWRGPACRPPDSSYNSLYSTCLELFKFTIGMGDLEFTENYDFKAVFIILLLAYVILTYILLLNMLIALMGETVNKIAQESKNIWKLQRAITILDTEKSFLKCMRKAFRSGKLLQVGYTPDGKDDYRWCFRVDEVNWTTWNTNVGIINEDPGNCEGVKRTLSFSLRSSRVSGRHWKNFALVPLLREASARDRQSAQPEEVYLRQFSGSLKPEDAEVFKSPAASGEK
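TRPV1-expressing cells were cultured overnight at 35.5C and loaded with Fluo-8 calcium dye for 40 to 90 min at room temperature. After a 10 s baseline, compound was added and calcium influx was read kinetically for 3 min (ex 480/em 520 nm).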
TCR activator = T cell receptor activation; primary human leukocytes, anti-CD3, IL-2 HTRF, 48 h; Potency, µM (top dose mostly 9.22 µM), for the others: at the highest dose activation of IL-2 secretion, most hits filed as activators; 330,000 tested, under 10 active; AID 504894; also: % of control where 0% means no effect
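IL-2 release read by HTRF sandwich (Eu cryptate donor, d2 acceptor, 665 nm emission) after 48 hr exposure of primary human leukocytes to compound together with anti-CD3 beads in the absence of co-stimulatory signals.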
AT treatment = potential ataxia-telangiectasia treatments restoring KAP-1 phosphorylation; Potency, µM (series often up to 57.5 µM), for inactives: at the top dose activation, usual class: activators; […] A-T fibroblasts, KAP-1 phosphorylation AlphaLISA; neocarzinostatin DNA damage 30 min before lysis; actives 0.19% (n = 320,000); also: potency is read from the fitted curve at half-maximal effect; % of control where 0% means no effect; nearly all actives have a fitted effect of over 45% in size
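hTERT-immortalized A-T patient fibroblasts ([…]), 500 cells/well in OPTI-MEM, 1% FBS, got compounds for 60 min, then NCS for 30 min at 37C. Lysates were then assayed for phospho-KAP-1 by AlphaLISA (anti-pKAP1 donor, anti-KAP1 acceptor beads), 6 hr at 25C.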
ELG1 DNA repair = blocks ELG1-dependent DNA repair in HEK293T cells | HEK293T ELG1-luciferase reporter, luminescence, 16 h; DNA damage induced by 5-fluorouridine | Potency, µM (series often up to 46.1 µM), for the others: at the top dose activity change, negative = inhibition, most hits filed as inhibitors | actives 2.3% (n = 330,000) | AID 504467; also: potency is read from the fitted curve at half-maximal effect; % is scaled to controls: 0 for no effect and ±100 for the full control effect; nearly all actives have a fitted effect of over 55% in size
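Cells (2,000 per well) received 5-fluorouridine plus test compound or DMSO and were incubated 16 hr at 37 °C, 5% CO2. Luciferase activity was read by luminescence 30 min after ONE-Glo addition; signal suppression marked inhibition of damage-induced ELG1 function.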
p53 reactivation = mutant p53 re-activation in reporter cells; H1299 p53-A138V BP100-luciferase reporter, luminescence, 24 h; Potency, µM (doses to about 92.2 µM), without a hit: at the highest dose activity change, positive = activation, usual class: activators; actives 0.063% (n = 320,000); also: potency is read from the fitted curve at half-maximal effect; % of control where 0% means no effect; nearly all actives have a fitted effect of over 45% in size
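H1299 (p53-null), stable ts p53-A138V + BP100-Luc; 1000 cells/well, Opti-MEM/10% FBS; cpd 4 pt, 1:5; 24 h, 37 deg C, 5% CO2; detection reagent 10 min RT; luminescence.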
PTAP TSG101 blk = blocks PTAP/TSG101 interaction to inhibit HIV-1 budding. Q99816. Fluorescence polarization, FITC-PTAP peptide / Tsg101 binding. Potency, µM (highest dose often 115 µM), inactives show at the highest dose activity change, negative = inhibition, actives largely listed as inhibitors. 340,000 tested, under 10 active. AID 493005; active = well fitted inhibition curve with a large enough effect in the main read-out, with a control signal flat, not every such curve was filed as active; inconclusive = small, poorly fitted or top-dose-only effect, or effect the other way, or a change in a side signal; inactive = no such curve, though single readings can be large or run the other way; also: potency is read from the fitted curve at half-maximal effect; % of control where 0% means no effect
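Fluorescence polarization binding of Tsg101 binding domain (10 uM final) to FITC-labeled PTAP peptide (50 nM final) in HEPES pH 7.5 buffer with NaCl, Tween 20, EDTA, TCEP. Compounds added before peptide; binding 20 min at RT.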
B2AR arrestin = recruits beta-arrestin to the human beta2-adrenergic receptor | P07550 | actives 0.02% (n = 330,000) | Potency, µM (doses to about 46.1 µM), for the others: at the top dose activation, most hits filed as activators | beta-arrestin recruitment to beta2AR, cell-based reporter | AID 492947;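 also: potency is read from the fitted curve at half-maximal effect; 0% = DMSO controls and full agonism = EC100 isoproterenol or metaproterenol; nearly all actives have a fitted effect of over 65% in size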
BRCA1 expr act = increases BRCA1 expression; AID 624202; actives 1.1% (n = 380,000); Potency, µM (top dose mostly 46.1 µM), without a hit: at the highest dose activation, usual class: activators; MCF7-BRCA1-FFLuc reporter, luminescence, 48 h; response scale: scaled: vehicle 0%, 10 µM genistein 100%; also: potency is read from the fitted curve at half-maximal effect; nearly all actives have a fitted effect of over 80% in size; some results filed as inactive show a strong effect at the top dose
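Using MCF7 cells harboring a BRCA1 firefly luciferase reporter, plated 2 h before compound pinning, the screen measured luminescence after 48 h incubation. Responses were normalized to DMSO and 10 microM genistein, then fitted for concentration-effect.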
Integrin act MD = integrin-mediated muscular dystrophy alleviation activation. alpha7betagal myoblasts, beta-gal FDG fluorescence, 48 h. Potency, µM (doses to about 38.3 µM), for inactives: top-dose activation, actives largely listed as activators. actives 0.064% (n = 350,000). AID 624291;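 also: potency is read from the fitted curve at half-maximal effect; 100% = response of the positive control SU9516; nearly all actives have a fitted effect of over 60% in size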
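alpha7betagal+/- myoblasts (passage 13, 250/well) treated 48 h at 37C with compounds at 1:260 dilution of DMSO stock. Lysed, then beta-galactosidase activity read as FDG fluorescence (ex 480/em 540) after 30 min, with pre-read for autofluorescence.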
An asterisk follows results filed as active; ? = inconclusive; · = no result given; [ ] = dose if it differs, or a comment. Unless noted, calls follow the shape of the dose curve; as a rule, active = well fitted curve in the direction sought with a large enough effect; inconclusive = small, poorly fitted or top-dose-only effect, or another doubt; inactive = no such curve, though single readings can be large; an effect the other way counts as inactive or inconclusive.

SMILES	CXXC DNA block	TRPV1 agonist	TCR activator	AT treatment	ELG1 DNA repair	p53 reactivation	PTAP TSG101 blk	B2AR arrestin	BRCA1 expr act	Integrin act MD
CCc1cc2c(cc(C(=O)O)n2C)s1	13%	1	-3%	8%	6%	1%	-3%	-2.9%	14%	7%
COc1cccc(C(=O)SC2=NCCS2)c1	19%	0	·	4%	-7%	8%	-7%	5.6%	-1%	3%
CC(Sc1cccc[n+]1[O-])c1ccccc1 (stereo not given)	?	1	24%	-11%	9%	?	-3%	-0.3%	-5%	4%
CCOCCCn1c(=S)[nH]c2cc(C(=O)N3CCC(C(N)=O)CC3)ccc2c1=O	-12%	2	3%	-8%	-3%	7%	-8%	-0.2%	-1%	5%
Clc1ccc(CSc2nnc(-c3cccnc3)o2)cc1	-2%	10	4%	4%	7%	5%	0%	-0.4%	41%	17%
CS(=O)(=O)N1CCC(c2noc(-c3ccc(C(F)(F)F)cc3)n2)CC1	-1%	0	-6%	-12%	-20%	-3%	-8%	4.2%	-20%	2%
c1ccc(COc2ccc(-c3sc(Nc4ccccc4)n[n+]3-c3ccccc3)cc2)cc1	?	4	·	-1%	?	·	·	0.5%	·	·
CCN1C(=O)N[C@@H](CCc2ccccc2)[C@H](C(=O)OC)[C@H]1C	·	·	-3%	·	·	·	1%	·	-18%	9%
O=[N+]([O-])c1cccc(S(=O)(=O)Nc2ccc(-c3ccc(N4CCCC4)nn3)cc2)c1	·	1	-6%	-1%	20%	9%	-3%	0.2%	21%	-5%
Cc1cccc(N2CCN(C(=O)Cn3ccc4ccccc4c3=O)CC2)c1C	0%	?	-7%	-8%	?	5%	0%	0.4%	-14%	-26%
CCCNC(=O)c1ccc(-c2nc3ccccc3s2)s1	8%	22	3%	·	?	2%	6%	-1.1%	86%	11%
COc1ccc(-c2nnc(SCC(=O)c3cccs3)n2-c2ccc(Cl)cc2)cc1	17%	17	·	3%	-11%	-2%	-3%	-1.0%	-50%	-1%
COc1ccc(CNC(=O)C(=O)NCC2OCCN2S(=O)(=O)c2ccccc2)cc1 (stereo not given)	·	·	-2%	·	·	·	2%	·	17%	15%
CCOC(=O)c1sc(NC(=O)c2cccc(S(=O)(=O)N3CCN(C)CC3)c2)cc1C	-8%	-3	3%	-2%	-5%	8%	-2%	0.2%	-32%	-55%[inhibitor]
Cc1cc(NS(=O)(=O)c2ccc(NC(NC(=O)C(C(F)(F)F)C(F)(F)F)(C(F)(F)F)C(F)(F)F)cc2)no1	-24%	0	-4%[46.1 µM]	10%	-4%	-6%	-11%	-0.9%	-5%	-21%

Complete entries, looked up by structure.
`O=[N+]([O-])c1cccc(S(=O)(=O)Nc2ccc(-c3ccc(N4CCCC4)nn3)cc2)c1` across the screens: CXXC DNA block: ·; TRPV1 agonist: 1; TCR activator: -6%; AT treatment: -1%; ELG1 DNA repair: 20%; p53 reactivation: 9%; PTAP TSG101 blk: -3%; B2AR arrestin: 0.2%; BRCA1 expr act: 21%; Integrin act MD: -5%
`Clc1ccc(CSc2nnc(-c3cccnc3)o2)cc1` across the screens: CXXC DNA block: -2%; TRPV1 agonist: 10; TCR activator: 4%; AT treatment: 4%; ELG1 DNA repair: 7%; p53 reactivation: 5%; PTAP TSG101 blk: 0%; B2AR arrestin: -0.4%; BRCA1 expr act: 41%; Integrin act MD: 17%

Reformatted with bars between the fields: two of the compounds above.
SMILES | CXXC DNA block | TRPV1 agonist | TCR activator | AT treatment | ELG1 DNA repair | p53 reactivation | PTAP TSG101 blk | B2AR arrestin | BRCA1 expr act | Integrin act MD
CCN1C(=O)N[C@@H](CCc2ccccc2)[C@H](C(=O)OC)[C@H]1C | · | · | -3% | · | · | · | 1% | · | -18% | 9%
O=[N+]([O-])c1cccc(S(=O)(=O)Nc2ccc(-c3ccc(N4CCCC4)nn3)cc2)c1 | · | 1 | -6% | -1% | 20% | 9% | -3% | 0.2% | 21% | -5%

Remaining list, next part.
SMILES	CXXC DNA block	TRPV1 agonist	TCR activator	AT treatment	ELG1 DNA repair	p53 reactivation	PTAP TSG101 blk	B2AR arrestin	BRCA1 expr act	Integrin act MD
COc1cc(/C=N/NC(=O)C(=O)/C=C2\NC(C)(C)Cc3ccccc32)ccc1O	15%	?	-6%	-10%	?	-6%	-5%	-0.5%	-31%	-6%
CSc1nc(N2CCOCC2)c2c3c(sc2n1)CCCC3	-7%	4	-6%	0%	-3%	-4%	-9%	0.0%	4%	-18%
CCCC1(C)SC(NC(C)=O)=NN1C(C)=O (stereo not given)	-2%	0	3%	·	7%	-5%	-7%	-0.4%	-2%	4%
CCN1CCN(Cc2cc(=O)oc3cc4c(cc23)CCC4)CC1	152%[activator]	·	6%	20%	6%	-4%	-4%	-0.2%	0%	0%
COc1ccc(NS(=O)(=O)c2ccc(C)c(C(=O)NCC(c3ccco3)N3CCCCC3)c2)cc1 (stereo not given)	·	2	0%	-6%	-1%	-3%	-2%	-0.1%	-12%	0%
O=C(O)CCC(NC(=O)C1CCCN1C(=O)OCc1ccccc1)C(=O)O (stereo not given)	-10%	2	0%	1%	11%	2%	-1%	0.0%	-15%	25%
COc1cc(CC(=O)NC(c2ccccc2)c2ccccc2)cc(OC)c1OC	-4%	10	-1%	2%	1%	-2%	-1%	-0.2%	-13%	-13%
CCN(CC)CC(=O)NC1CC(C)(C)Cc2c1cnn2-c1ccc(F)cc1 (stereo not given)	5%	-1	11%	4%	2%	4%	-3%	-0.1%	0%	-41%
C/C(=N\NC(=O)c1ccccc1C)c1cccnc1	10%	-2	2%	?	29%	14%	-1%	-0.9%	-3%	4%
CCN(C/C=C/c1ccccc1OC)Cc1ccccc1	0%	-3	1%	6%	1%	-2%	-3%	0.4%	-31%	16%
CCOC(=O)Cc1csc(NC(=O)c2ccncc2)n1	0%	-1	8%	10%	-3%	4%	0%	-0.7%	-40%	2%
Cc1ccc(N(CC(O)CN2CCCCC2)S(=O)(=O)c2ccccc2)cc1 (stereo not given)	33%[activator]	-2	-2%	3%	11%	-8%	-6%	-0.1%	-2%	32%
O=C(O)c1cc(O)c2c(c1)C(=O)c1cc(O)cc(O)c1C2=O	25%	0	0%	-12%	1%	-5%	1%	0.2%	-23%	-28%
O=[N+]([O-])c1ccc(N(c2ccccc2)c2ccccc2)cc1	?	-1	-8%	?	13%	-5%	-5%	-0.2%	-47%	0%
CCCCCCn1nc(C(=O)N(CCOC)c2c(N)n(CCCC)c(=O)[nH]c2=O)c2ccccc2c1=O	·	5	2%	3%	16%	-4%	0%	-0.4%	-20%	?
CCCC(=O)Nc1c2c(nn1-c1ccc([N+](=O)[O-])cc1)CS(=O)(=O)C2	18%	-1	-5%	-6%	4%	-4%	-8%	0.0%	2%	-13%
COC(=O)c1ccc(C2c3c(oc4cc(C)c(C)cc4c3=O)C(=O)N2CCCN(C)C)cc1 (stereo not given)	1%	-1	·	-4%	-16%	0%	·	-0.7%	·	·
Cc1ccc2nc(-c3ccc(NC(=O)CN4CCN(C(=O)c5ccco5)CC4)cc3)sc2c1	-11%	1	3%	3%	?	?	-3%	-0.1%	48%	9%
Cc1nc2sccn2c(=O)c1S(=O)(=O)N1CCN(c2ccc(F)cc2)CC1	·	1	1%	-1%	-1%	1%	0%	-0.3%	32%	21%
CCC(CC)C1C(C#N)=C(N)Oc2cc(C)oc(=O)c21 (stereo not given)	6%	-1	-9%	1%	1%	2%	-8%	-0.2%	3%	-24%
C/C(Nc1ccccc1)=C(/C#N)C(N)=O	0%	-5	2%	·	-5%	-2%	-8%	0.3%	16%	20%
O=C(c1cc2ccccc2oc1=O)N(Cc1ccccc1)CC1CCCO1 (stereo not given)	-10%	1	-3%[46.1 µM]	3%	-9%	2%	-7%	0.2%	1%	8%
CN(CC(=O)Nc1ccc(F)c(F)c1F)C(=O)CCN1C(=O)C2CCCCC2C1=O (stereo not given)	·	1	-2%	4%	0%	6%	-2%	-0.4%	0%	-3%
COc1ccc(CCNC(=O)CCSc2nc(-c3ccco3)cc(C(F)(F)F)n2)cc1	-2%	-2	3%	11%	1%	-13%	-2%	0.0%	5%	7%
Cc1ccc(C)c(N2CCN(C(=O)C3CCCN(S(=O)(=O)c4cnc[nH]4)C3)CC2)c1 (stereo not given)	?	7	-3%	5%	-22%	0%	-2%	-0.1%	-30%	23%
Cc1cnc(C(=O)OCC(=O)Nc2cc(Cl)cc(Cl)c2)cn1	11%	-4	-2%	-5%	2%	-24%	-7%	-0.4%	6%	-16%
